High-throughput results from PubChem.
KCNK3 block: human KCNK3 channel inhibition, primary screen; O14649; CHO-KCNK3 thallium flux, FluxOR fluorescence; hits give low values; B-score at 10 µM; actives 0.84% (n = 340,000);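 active = B-score under library mean minus 4 SD, starting fluorescence ratio at most library mean plus 5 SD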;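 note: more negative B-score means stronger inhibition of thallium flux through KCNK3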
KCNQ1 pot: human KCNQ1 channel potentiation or activation | P51787 | CHO-K1 KCNQ1, thallium flux FluxOR fluorescence; hits give high values | B-score at 10 µM | actives 0.35% (n = 310,000) | AID 2648;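 active = fluorescence ratio B-score, a plate-corrected score, at least three library SD, with initial intensity B-score within 5 SD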
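assay system = CHO-K1 cells stably expressing KCNQ1 | medium = assay buffer, equal DMSO in all wells | timing = 37 °C overnight plating, 90-min dark dye load, 20-min compound pretreatment | measured by = kinetic FluxOR thallium fluorescence, 10-s 1-Hz baseline, 110-s post-stimulus read | measure = fluorescence change relative to baseline, converted to B score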
RGS4 pot: potentiators or activators of RGS4 | HEK293 M3R/inducible RGS4, carbachol calcium flux Fluo4; hits give low values | B-score at 10 µM | actives 0.92% (n = 310,000);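 active = B-score of the integrated calcium signal more than 4 SD below the library mean, with starting fluorescence not abnormally high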;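 note: negative B-score means reduced calcium response which marks RGS4 activation or potentiation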
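Assay system: Inducible-RGS4 HEK293 cells carrying M3 receptor | Schedule: Compound preincubation 20 min at room temperature before agonist | Signal: Kinetic calcium fluorescence imaging with Fluo4-AM dye, 2 µM | Read-out basis: B score from integrated fluorescence ratio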
GSK3beta inhib: human GSK3beta kinase inhibition | actives 0.038% (n = 300,000) | GST-GSK3beta kinase, ADP-Glo luminescence, 60 min; hits give low values | activity score (negative = inhibition), % at 10 µM | AID 2097;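 active = more than half of replicate wells score below -50%, meaning over 50% inhibition versus plate controls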;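 note: 0% = median DMSO wells and -100% = median GW8510 positive control wells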
Target sequence (P49841 whole entry, looked up): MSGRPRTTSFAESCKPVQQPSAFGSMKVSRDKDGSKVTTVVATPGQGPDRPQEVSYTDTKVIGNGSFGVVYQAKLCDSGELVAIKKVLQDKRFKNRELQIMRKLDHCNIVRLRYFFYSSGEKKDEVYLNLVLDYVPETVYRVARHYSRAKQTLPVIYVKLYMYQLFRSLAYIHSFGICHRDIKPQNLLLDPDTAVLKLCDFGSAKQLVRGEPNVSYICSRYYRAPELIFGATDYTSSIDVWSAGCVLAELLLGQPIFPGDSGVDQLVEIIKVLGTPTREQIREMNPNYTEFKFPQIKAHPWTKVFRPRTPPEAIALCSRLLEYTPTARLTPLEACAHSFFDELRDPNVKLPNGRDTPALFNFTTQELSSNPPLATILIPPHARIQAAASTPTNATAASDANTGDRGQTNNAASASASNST
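Assay system: GST-tagged human GSK3beta kinase, cell-free; Input: 1.6 ng GSK3beta; Medium: Tris/MgCl2 kinase buffer; Timing: 60 min enzyme reaction, room temperature; Signal: ADP-Glo luminescence quantifying ADP generated by kinase; Evaluation: score relative to plate controls; Benchmarks: DMSO neutral wells and GW8510 at 20 µM as positive.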
GSK3 alpha inh: human GSK-3 alpha kinase inhibition. AID 2650. ADP-Glo luminescence, 60 min. inhibition, % at 10 µM. actives 0.1% (n = 320,000). P49840;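 in the data active = inhibition above about 50%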;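 note: GST-tagged GSK-3 alpha with peptide substrate and 25 µM ATP; 0% = DMSO neutral wells and 100% = GW8510 positive control wells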
Dyrk1A ADPGlo: Dyrk1A (rat) kinase inhibition; ADP-Glo luminescence, NFATc1 peptide; inhibition, % at 12.5 µM; actives 0.43% (n = 310,000); AID 504441; in the data active = inhibition above about 50%;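 note: plate controls were vehicle with enzyme for no effect and no enzyme for full effect; many of its hits are not listed in these tables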
PolyA inhibitor: blocks polyadenylation in yeast reporter cells. S. cerevisiae SKY197-pL101 polyadenylation reporter, beta-gal luminescence; efflux-impaired pdr1/pdr3 knockout yeast; score 100 = 6 SD above DMSO. calls only at 12 µM. actives 0.02% (n = 300,000);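 active = lowest replicate activity score at least 50, where 100 means six control SD above control mean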;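 note: yeast exposed to compound for 9 h at 30 °C; higher score means more reporter readthrough which indicates perturbed polyadenylation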
hERG protect: hERG (human) protection from proarrhythmic block. Q12809. CHO-hERG, FluxOR thallium flux, dofetilide IC70 present. activation (rescue from dofetilide block), less the hit threshold, % at 10 µM. actives 0.51% (n = 310,000);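 active = activation above the mean of controls blocked by dofetilide plus 5 SD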;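 note: thallium influx through hERG after potassium depolarization seen as dye fluorescence rise; in these data hits start at about 4.7%; inactives centre near -7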
KCNK9 inh: human KCNK9 channel inhibition | HEK293 KCNK9, FluxOR thallium flux fluorescence; hits give low values | B-score at 10 µM | actives 1.2% (n = 310,000) | Q9NPC2 | AID 488922;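 active = ratio B-score over 3 SD below the library mean, with starting fluorescence within 5 SD of its mean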;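 note: negative B-score means less thallium flux so channel inhibition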
Target sequence (Q9NPC2 whole entry, looked up): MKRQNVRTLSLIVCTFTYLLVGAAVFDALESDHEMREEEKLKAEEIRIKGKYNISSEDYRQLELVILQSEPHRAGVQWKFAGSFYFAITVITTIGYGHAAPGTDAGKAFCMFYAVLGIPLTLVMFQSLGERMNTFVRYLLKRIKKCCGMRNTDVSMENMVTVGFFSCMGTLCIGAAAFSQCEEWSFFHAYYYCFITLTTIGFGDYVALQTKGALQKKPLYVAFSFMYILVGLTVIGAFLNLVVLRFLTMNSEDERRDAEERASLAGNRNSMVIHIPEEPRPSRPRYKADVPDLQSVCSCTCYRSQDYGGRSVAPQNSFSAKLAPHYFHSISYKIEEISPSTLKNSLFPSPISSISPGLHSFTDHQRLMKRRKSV
KCNQ1 block: human KCNQ1 channel inhibition | CHO-K1 KCNQ1, FluxOR thallium flux fluorescence; hits give high values | actives 1.3% (n = 310,000) | B-score at 10 µM | P51787;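 active = compounds whose thallium flux B-score, printed positive for inhibition, exceeds three library SD while starting fluorescence stays within three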;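 note: channel opened by potassium depolarization with thallium stimulus after 20 min compound exposure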
RGS4 inh: human RGS4 inhibition | P49798 | HEK293 M3R/RGS4 inducible, Fluo-4 calcium flux; hits give high values; triggered by carbachol at its EC20 | B-score at 10 µM | actives 0.45% (n = 310,000);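 active = B-score, a plate-corrected calcium signal, over three deviations above library mean, with baseline fluorescence within five deviations of library mean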;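 note: RGS4 expression induced by doxycycline in cells with stable M3 receptor; B-score is computed from the integrated fluorescence ratio over baseline after carbachol; higher B-score means a larger calcium signal and so more RGS4 inhibition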
Target sequence (P49798 whole entry, looked up): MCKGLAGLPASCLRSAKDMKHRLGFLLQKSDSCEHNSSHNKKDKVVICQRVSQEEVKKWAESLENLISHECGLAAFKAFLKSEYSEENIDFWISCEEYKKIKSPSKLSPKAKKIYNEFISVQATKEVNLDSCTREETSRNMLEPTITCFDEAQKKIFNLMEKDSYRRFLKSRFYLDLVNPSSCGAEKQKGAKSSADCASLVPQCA
Active calls of the source: *; i = inactive; / = not tested or not shown. This is a subset; count on the stated rates, not on these rows.

SMILES | KCNK3 block | KCNQ1 pot | RGS4 pot | GSK3beta inhib | GSK3 alpha inh | Dyrk1A ADPGlo | PolyA inhibitor | hERG protect | KCNK9 inh | KCNQ1 block | RGS4 inh
COc1ccc(OC)c(-c2cc(C(=O)N3CCc4ccccc4C3)no2)c1 | i | i | i | -2 | 2 | -5 | i | -10 | i | 6* | i
COc1ccc(CNC(=O)C2CCN(S(=O)(=O)c3cccc4nonc34)CC2)cc1 | i | i | i | -2 | 2 | 1 | i | -7 | i | i | i
CN(C)CCNc1oc(COc2ccc(Cl)cc2)nc1C#N | i | i | i | 1 | 0 | -2 | i | -1 | i | i | i
CCOc1ccc(CN2CCN(CCCn3cccn3)CC2CCO)cc1 (stereo not drawn) | i | i | i | 2 | -1 | 1 | i | -12 | i | i | i
Cc1ccccc1C(=O)NCC(=O)NNC(=S)NC(=O)c1ccccc1 | i | i | i | 4 | -3 | -4 | i | 2 | i | i | i
O=C1CC(c2cccc(Br)c2)C2=C(CCCC2=O)N1 (stereo not drawn) | i | i | i | -5 | -1 | 5 | i | -5 | i | i | i
CCOP(=O)(c1ccccc1)C1(C#N)CC1 (stereo not drawn) | i | i | i | -1 | -4 | / | i | -7 | i | i | i
CCCn1cc(SCC(=O)NCC2CCCO2)c2ccccc21 (stereo not drawn) | i | i | i | 2 | -2 | 8 | i | -6 | i | i | i
COC(=O)C(Cc1ccccc1)NC(=O)C(CC(C)C)NC(=O)OC(C)(C)C (stereo not drawn) | i | i | i | -6 | -3 | -2 | i | -9 | i | i | i
CC(CNC(=O)c1ccccc1Cl)NC(=O)c1ccccc1Cl (stereo not drawn) | i | i | i | -10 | -2 | / | i | -4 | i | i | i
Cc1[nH]c2c(C)cccc2c1CCNC(=O)C1CCCCC1C(=O)OCC(F)(F)F (stereo not drawn) | i | i | i | 1 | 0 | -4 | i | -10 | i | i | i
COc1cc(C(=O)Nc2ccc3c(c2)N(C(=O)CN2CCN(C)CC2)c2ccccc2CC3)cc(OC)c1OC | i | i | i | -12 | -3 | -1 | i | -12 | i | i | i
O=P(c1ccccc1)(c1ccccc1)C(O)c1ccco1 (stereo not drawn) | i | i | i | 1 | 2 | 3 | i | -4 | i | i | i
COc1cccc(C2c3[nH]c4ccccc4c3CCN2Cc2ncc[nH]2)c1 (stereo not drawn) | i | i | i | 2 | -4 | 6 | i | -7 | i | i | i
CCOc1ccccc1OCC(=O)Nc1ccc(S(=O)(=O)Nc2nc(C)cc(C)n2)cc1 | i | i | i | 4 | 9 | -16 | i | -12 | i | i | i
O=C(NCc1ccccn1)Nc1cccc(F)c1 | i | i | i | 1 | 1 | 0 | i | -4 | i | i | i
COc1ccc(/C=N\NC(=O)C2C(=O)NCC2c2ccccc2)cc1O (stereo not drawn) | i | i | i | 2 | -4 | 2 | i | -5 | i | i | i
Cc1cc(C)n(-c2cccc(Cl)c2C#N)n1 | i | i | i | 1 | 1 | 4 | i | 2 | i | i | i
O=C(Nc1ccccc1C(F)(F)F)N1CCN(c2ccccn2)CC1 | i | i | i | 1 | 0 | -1 | i | -14 | i | i | i
O=C(NNC(=O)c1csc(N2CCOCC2)n1)c1cccnc1 | i | i | i | 3 | 7 | 7 | i | -14 | i | i | i
CN(C)CCCN=C(NO)c1ccc(Cl)cc1Cl | i | i | i | -4 | -2 | 5 | i | 3 | i | i | i
Cc1ccc(C(=O)Nc2cccc(C(F)(F)F)c2)cc1Nc1cncnc1 | i | i | i | -19 | 1 | 15 | i | 0 | i | i | i
CSc1ccccc1NC(=O)c1cc(C)on1 | i | i | i | 2 | -1 | 7 | i | -6 | i | i | i
O=C(CCCN1C(=O)c2ccccc2C1=O)OC1CSCC1NC(=O)c1ccccc1 (stereo not drawn) | i | i | i | 4 | 3 | 4 | i | -8 | i | i | i
CCN1C(=O)/C(=C/c2ccc(OCc3ccc(C(=O)O)cc3)c(Cl)c2)NC1=S | i | i | i | 2 | -1 | 9 | i | -6 | i | i | i
c1ccc(OCc2nnnn2-c2ccccc2)cc1 | i | i | i | -1 | -1 | -6 | i | -2 | i | i | i
Cc1cccc(N2CCN(CC(=O)NCc3ccc(Cl)cc3)CC2)c1C | i | i | i | 1 | 1 | -2 | i | -15 | i | i | i
CN(C)S(=O)(=O)c1cccc(NC(=O)CN(CCO)CC(=O)Nc2cccc(S(=O)(=O)N(C)C)c2)c1 | i | i | i | 0 | 1 | 3 | i | -13 | i | i | i
O=C(c1ccc(Br)cc1)N1CCN(S(=O)(=O)c2ccccc2)CC1 | i | i | i | -1 | 2 | 2 | i | -6 | i | i | i
O=C(Cc1ccccc1[N+](=O)[O-])NCCSCc1c(F)cccc1Cl | i | i | i | -1 | 2 | 4 | i | -6 | i | i | i
NNC(=O)CCN1CCN(C(c2ccccc2)c2ccccc2)CC1 | i | i | i | 1 | 0 | 7 | i | -7 | i | i | i
COc1ccc(Cc2nnc(NC(=O)Nc3ccccc3F)s2)cc1OC | i | i | i | -7 | -1 | 15 | i | -10 | i | i | i
N#Cc1nc(-c2ccc(OCc3ccccc3)cc2)oc1N1CCC(C(N)=O)CC1 | i | i | i | 1 | 0 | -3 | i | -5 | i | i | i
C=CCN(C(=O)CCC(=O)Nc1cc(C)on1)C(C(=O)NC1CCCC1)c1ccc(CC)cc1 (stereo not drawn) | i | i | i | 0 | -4 | -4 | i | -4 | i | i | i
COc1ccccc1NC(C#N)c1ccccc1OCc1ccccc1 (stereo not drawn) | i | i | i | 2 | 2 | 10 | i | -17 | i | 7* | i
Cc1ccccc1OCc1nnc(SCC(=O)N2CCc3ccccc32)n1C | i | i | i | 1 | -1 | 0 | i | -7 | i | i | i
O=C(CCNS(=O)(=O)c1ccc(Br)cc1)Nc1cccc(F)c1 | i | i | i | -5 | 0 | 0 | i | -5 | i | i | i
N/C(=N\OC(=O)c1ccc(F)cc1)c1nonc1N | i | i | i | -2 | 0 | 0 | i | -6 | i | i | i
COc1ccc(S(=O)(=O)N2CCCC2C(=O)NCC(=O)Nc2cccc(Cl)c2C)cc1 (stereo not drawn) | i | i | i | 3 | 3 | 4 | i | 1 | i | i | i
COc1cccc(-c2nn(-c3ccccc3)cc2/C=C(\C#N)C(=O)NCCCn2ccnc2)c1 | i | i | i | 21 | -3 | 21 | i | -9 | i | i | i
COc1ccc(-c2nnc(SCc3ccccc3F)o2)cc1 | i | i | i | -2 | 1 | 34 | i | -12 | i | i | i
CC(C)C[C@@]12C(=O)N(c3cccc(Br)c3)C(=O)N1[C@H](c1ccc(Cl)cc1)[C@@H]1C(=O)N(C3CCCCC3)C(=O)[C@@H]12 | i | i | i | 3 | / | 4 | i | -12 | i | i | i
O=C(Cc1ccccc1)Nc1ccc(NC(=O)C2CCCCC2)nc1 | i | i | i | 0 | 3 | 2 | / | -11 | i | i | i
CC(=O)Nc1ccc(C(=O)OCC(=O)Nc2ccccc2F)cc1 | i | i | i | 3 | 0 | 6 | i | -8 | i | i | i
COc1cccc2[nH]c3c(=O)n(CCCN4CCOCC4)cnc3c12 | i | i | i | -1 | -1 | -4 | i | -8 | i | i | i
COc1ccc(Nc2cc(C(=O)NCc3cccnc3)c3ccccc3n2)c(OC)c1 | / | i | i | -2 | -2 | / | i | -6 | i | i | i
Cn1nc(C(F)(F)F)c(/C=N/OC(=O)c2ccccc2)c1Cl | i | i | i | 2 | -1 | -6 | i | -3 | i | i | i
Cc1ccc(Cc2cc(C)n[nH]c2=O)cc1 | i | i | i | -6 | -1 | / | i | -8 | i | i | i
Cc1cccc(-c2nsc(SCC(=O)NCc3ccco3)n2)c1 | i | i | i | -2 | 9 | 0 | i | -14 | i | i | i
CCc1c(C)c2ccc(OCC(=O)NCC3CCC(C(=O)O)CC3)cc2oc1=O (stereo not drawn) | i | i | i | 1 | 1 | -11 | i | -4 | i | i | i

(further entries)
SMILES | KCNK3 block | KCNQ1 pot | RGS4 pot | GSK3beta inhib | GSK3 alpha inh | Dyrk1A ADPGlo | PolyA inhibitor | hERG protect | KCNK9 inh | KCNQ1 block | RGS4 inh
C/C(=N/N=C1\SCC(=O)N1c1ccccc1)c1ccc(C)cc1 | i | i | i | 0 | -2 | / | i | -12 | i | i | i
CCC(=O)N(Cc1ccc(S(N)(=O)=O)cc1)C1CC(=O)N(c2ccc(OC)cc2)C1=O (stereo not drawn) | i | i | i | 0 | -6 | 1 | i | -5 | i | i | i
CC(C)[C@H](NC(=O)C1CC(=O)N(c2ccc3c(c2)OCCO3)C1)C(=O)NC1CCCC1 (stereo partly drawn) | i | i | i | -1 | 1 | -5 | i | -8 | i | i | i
COCCCNC(=O)c1ccc(Cn2c(=O)c3ccccc3n(Cc3ccccc3C#N)c2=O)cc1 | i | i | i | 0 | -1 | -10 | i | -9 | i | i | i
CN(Cc1cccs1)C(=O)CCc1c[nH]c2ccccc12 | i | i | i | 4 | 0 | 0 | i | -10 | i | i | i
Cc1c(C)n(CCN(C)C)c2ccc(C(=O)OCCN(C)C)cc12 | i | i | i | -8 | 1 | -8 | i | 0 | i | i | i
CC(C)c1ccc(C2C3=C(CC(C)(C)CC3=O)NC3=C2C(=O)c2ccccc23)cc1 (stereo not drawn) | i | i | i | -4 | -3 | 4 | i | -7 | i | 11* | i
O=C(Nc1ccccc1N1CCN(C(=O)c2ccc(Cl)cc2)CC1)c1cc2ccccc2o1 | -12* | i | i | 2 | 0 | -4 | i | -6 | i | i | i
O=C(Nc1ncc2c(n1)CC(c1cccc(Cl)c1)CC2=O)c1ccco1 (stereo not drawn) | i | i | i | 2 | -2 | 6 | i | -12 | i | i | i
COCCNC(=O)c1onc(CSc2cc(C)cc(C)c2)c1C(=O)NCCOC | i | i | i | 1 | -2 | -4 | i | -9 | i | i | i
O=C(O)C#Cc1cccc2ccccc12 | i | i | i | 5 | 0 | 28 | i | -7 | i | i | i
COc1ccc(C(=O)NCCS(=O)(=O)NCc2cccs2)cc1 | i | i | i | -1 | -1 | 0 | i | -16 | i | i | i
CCOc1ccc2[nH]c(=O)c(CN(Cc3ccco3)C(CC)c3nnnn3Cc3ccccc3)cc2c1 (stereo not drawn) | i | i | i | 1 | 0 | -8 | i | -8 | i | 8* | i
Cc1ccc(/C=N/n2c(-c3ccncc3)n[nH]c2=S)s1 | i | i | i | 1 | 2 | 2 | i | -5 | i | i | i
